Screening results as filed in PubChem BioAssay.
KCC2 mod: KCC2 cotransporter modulators, thallium flux, primary screen, cell-based, HEK293 KCC2, FluoZin-2 fluorescence, MLSMR; Solute carrier family 12 member 5 (Homo sapiens), Q9H2X9; KCC2 cells, thallium flux FluoZin-2 fluorescence; B-score of Tl+ flux slope (higher = more flux/activation; lower = inhibition) at 10 µM; actives 2.2% (n = 190,000);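 active = thallium flux slope and its plate-corrected score both differing from the plate sample mean at a set confidence after two filtering rounds, in either direction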;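 note: slope of fluorescence scaled to starting intensity during 10 to 20 s after thallium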
Target sequence (Q9H2X9 whole entry, looked up): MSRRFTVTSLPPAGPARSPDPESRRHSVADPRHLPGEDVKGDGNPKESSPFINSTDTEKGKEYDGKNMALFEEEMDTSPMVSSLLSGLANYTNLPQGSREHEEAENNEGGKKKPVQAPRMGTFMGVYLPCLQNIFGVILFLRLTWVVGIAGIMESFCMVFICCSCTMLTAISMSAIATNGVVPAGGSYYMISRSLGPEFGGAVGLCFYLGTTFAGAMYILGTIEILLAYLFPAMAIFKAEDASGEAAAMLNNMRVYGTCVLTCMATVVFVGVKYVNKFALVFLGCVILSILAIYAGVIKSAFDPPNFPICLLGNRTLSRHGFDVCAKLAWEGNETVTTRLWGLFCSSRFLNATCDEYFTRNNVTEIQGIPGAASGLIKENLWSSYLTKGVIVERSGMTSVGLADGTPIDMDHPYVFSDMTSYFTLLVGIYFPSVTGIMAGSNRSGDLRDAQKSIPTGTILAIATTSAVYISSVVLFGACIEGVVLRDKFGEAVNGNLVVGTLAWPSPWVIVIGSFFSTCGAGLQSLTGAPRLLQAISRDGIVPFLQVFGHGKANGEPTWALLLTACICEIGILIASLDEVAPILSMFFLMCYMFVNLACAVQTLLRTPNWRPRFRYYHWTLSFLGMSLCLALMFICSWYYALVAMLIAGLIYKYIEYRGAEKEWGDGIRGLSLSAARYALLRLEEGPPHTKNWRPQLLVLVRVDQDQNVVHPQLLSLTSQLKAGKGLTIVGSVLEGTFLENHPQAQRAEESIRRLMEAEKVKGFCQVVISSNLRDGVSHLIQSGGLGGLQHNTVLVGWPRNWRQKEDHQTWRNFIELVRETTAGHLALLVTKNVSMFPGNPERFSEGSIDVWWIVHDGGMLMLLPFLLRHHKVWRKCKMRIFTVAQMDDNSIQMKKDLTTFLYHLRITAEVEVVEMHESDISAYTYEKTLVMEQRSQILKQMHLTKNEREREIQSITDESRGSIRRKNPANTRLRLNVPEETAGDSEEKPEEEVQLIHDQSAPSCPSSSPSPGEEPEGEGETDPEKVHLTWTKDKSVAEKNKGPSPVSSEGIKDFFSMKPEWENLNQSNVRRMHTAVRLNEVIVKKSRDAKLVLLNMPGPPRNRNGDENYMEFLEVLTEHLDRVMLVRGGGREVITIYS
Rad51 HR inh: human RAD51 strand exchange inhibitors, primary screen, biochemical, fluorescence. hRad51 DNA strand exchange, fluorescence dequenching. inhibition, % at 10 µM. actives 0.085% (n = 200,000);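 active = inhibition above 40% at the single screening dose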;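 note: 0% = DMSO control wells and 100% = blanks with heterologous ssDNA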
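Test system: preformed human Rad51 ssDNA filaments. Compound dosing: single dose, 10 µM final compound. Incubation: filaments 15 min 37 °C, then compound 30 min. Technique: FRET fluorescence dequenching, excitation 485 nm, emission 520 nm. Read-out basis: percent inhibition from fluorescence, normalised to plate control and blank means. Benchmarks: plate controls and plate blanks.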
eIF4E-4G inh: eIF4E–eIF4G protein interaction inhibitors, primary screen, biochemical, uHTS, TR-FRET, eIF4GI fragment. inhibition, % at 21.7 µM. actives 0.37% (n = 220,000). AID 782, 2007. TR-FRET eIF4E-eIF4GI(517-606) binding, 2 h;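 active = inhibition above about 30%, limit read from the data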;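 note: 0% = full FRET control wells and 100% = background wells lacking eIF4GI fragment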
PERK inh: block of dimerizer-induced PERK translation repression, primary screen, PERK inhibitor project, CHO PERK-DD cells, SEAP luminescence, HTS; AID 1416, 2008; Eukaryotic translation initiation factor 2-alpha kinase 3 (Homo sapiens), Q9NZJ5; CHO PERK-DD fusion, SEAP luminescence translation reporter; actives 0.17% (n = 220,000); inhibition, % at 5.6 µM;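 active = inhibition above the mean inhibition of all tested compounds plus 3 SD, set separately per screening campaign, cut at about 2.9% in these data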;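 note: PERK kinase domain activated by AP20187 dimerizer at 100 nM; 0% = DMSO with dimerizer and 100% = rapamycin at 8.4 µM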
MDM2 E3 inh: MDM2-luciferase reporter signal enhancers, primary screen, MDM2 E3 ligase inhibitor project, cell-based, luminescence, 1536-well. E3 ubiquitin-protein ligase Mdm2 (Homo sapiens), Q00987. cell-based MDM2 ubiquitination luciferase reporter, 2 h; 0 = plate control, 100 = twice control, blank-subtracted. signal enhancement, % at 5 µM. actives 0.11% (n = 210,000);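 active = signal enhancement of 30% or more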;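 note: luminescence tracks abundance of the self-degrading MDM2-luciferase fusion protein; higher signal means inhibition of MDM2 E3 ligase activity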
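Material: stable MDM2–luciferase fusion reporter cells / Quantity: 2000 cells/well / Dosing: single 5 µM compound dose, 0.2% final DMSO / Buffer or medium: DMEM / Schedule: 4 h cell settling then 2 h compound exposure, 37 °C / Detection: luminescence with SteadyLite reagent, 15 min at room temperature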
m-calpain inh: inhibitors of pig calpain II, primary screen, biochemical, fluorogenic peptide substrate, 1536-well. purified calpain II, 30 min. inhibition, % at 16 µM. actives 0.37% (n = 220,000);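 active = inhibition above about 50%, limit read from the data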
EBV gp42 block: Epstein-Barr virus gp42 inhibitors, primary screen, biochemical, uHTS, fluorescence polarization | Glycoprotein 42 (Epstein-Barr virus (strain AG876)), Q1HVG2 | Fluorescence polarization binding assay, mP read-out | inhibition, % (tested at 21.74 µM) | actives 0.42% (n = 220,000) | AID 1085, 2008; in the data active = inhibition above about 50%
zVAD death inh: inhibitors of zVAD-triggered necroptosis, primary screen, L929 cells. viability rescue, % at 10 µM. L929 zVAD necroptosis rescue, ATP luminescence, 24 h; with zVAD 60 µM. AID 1377, 2008. actives 0.38% (n = 220,000);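 active = activation, scaled between plate controls, above about 75%, limit read from the data; inactive = activation under that limit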;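 note: 0% = zVAD with DMSO and 100% = DMSO alone without zVAD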
TNF death inh: inhibitors of TNF-alpha triggered necroptosis, primary screen, cell-based, Jurkat FADD-/-, single concentration | Jurkat FADD-/- TNF necroptosis rescue, ATP luminescence, 24 h; 0 = TNF only, 100 = no-TNF cells | activation (protection from cell death), % at 10 µM | actives 0.068% (n = 220,000) | AID 463075, 2010;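 active = activation, meaning protection from cell death, of at least 50% relative to plate controls; inactive = activation below 50%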;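 note: necroptosis triggered by 40 ng/mL TNF-alpha added together with compound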
Numbers without * were called inactive; . = not tested or not shown; & = joins results of further samples; [ ] = remark or other dose. Random draw from the library (roughly 3.6% active in at least one column).

SMILES	KCC2 mod	Rad51 HR inh	eIF4E-4G inh	PERK inh	MDM2 E3 inh	m-calpain inh	EBV gp42 block	zVAD death inh	TNF death inh
Cc1ccc(N=C2NC(=O)C(CC(=O)NCc3ccccc3)S2)cc1C (centres undefined)	-1.2	12	9	-0.1	5	15	2	0.9	1.3
Cc1cc2ncn(C(=O)N3CCC(C)CC3)c2cc1C	1.2	6	2	-0.7	38*	-8	5	-0.1	2.5
CCOc1ccccc1C(=O)NCC(=O)O	1.1	-2&-43	3	0.9	1	0	-9	-0.1	0.1
O=[N+]([O-])c1cc(-n2cccc2)ccc1N1CCOCC1	-0.21	1	-8	1.4	-22	17	-12	1.1	-0.2
Cc1ccc2c(c1)C(O)(CC(=O)c1ccc(C)s1)C(=O)N2 (centres undefined)	1	5	-3	0.8	0	-13	-2	1.0	0.6
Cc1[nH]c(=O)[nH]c(=O)c1/C=N/NC(=O)CCNC(=O)OC(C)(C)C	0.36	-10	2	0.0	-10	-4	-13	-0.1	1.6
COc1cccc(C(=O)N2CCN(C3CCN(Cc4ccccc4)CC3)CC2)c1	0.71	.	6	-0.3	-20	13	-2	0.5	0.1
S=c1nc(-c2ccccc2)oc2c1CCCC2	5.3*	.	2	1.8	-16	15	-16	-0.1	-2.1
CCCCNC(C(=O)Nc1ccc([N+](=O)[O-])cc1Br)c1ccccc1 (centres undefined)	-0.14	3	1	0.6	1	0	-13	0.9	1.6
Cc1csc(NC(=O)CCn2c(=O)sc3ccccc32)n1	0.033	0	-1	-0.1	-12	-2	-13	0.3	-2.5
CCOC(=O)C1CCN(C(=O)COc2cccc(C)c2)CC1	0.79	-2	-2	0.5	1	-9	-18	0.6	0.1
O=C(CCc1ccc(S(=O)(=O)NC2CCCCC2)cc1)NCc1ccccn1	-0.34	16	6	0.8	-8	-25	-20	2.3	0.4
Cc1cc(Nc2cc(F)ccc2C)n2nc(C)nc2n1	-0.1	.	2	-0.8	.	-4	-22	.	-0.4
CC1SC(=NC(=O)c2ccncc2)NC1=O (centres undefined)	-0.033	3	4	1.1	-8	27	-15	5.8	-0.8
Cc1ccccc1C(=O)Nc1nnc(CC(=O)N/N=C/c2cn(Cc3ccccc3)c3ccccc23)s1	-0.28	2	4	-0.4	.	-27	-1	1.4	0.8
CSc1ccc(/C=N/NC(=O)CNc2ccc3ccccc3c2)cc1	0.45	.	4	-1.1	-7	15	10	.	0.6
C#CC(C)(C)NC(=O)c1ccc(-c2ccccc2F)cc1	1.3	3	-3	1.7	-23	10	-14	3.7	0.2
Cc1ccc(SCc2cc(=O)[nH]c(SCC(=O)Nc3cc(Cl)ccc3Cl)n2)cc1	-1.1	-23	6	0.8	2	9	3	0.6	0.2
CCOc1cccc2cc(C(=O)N3CCc4ccccc43)c(=O)oc12	0.12	-8	-2[fluorescence artefact?]	-0.5	-8	-24	-22	0.1	-1.8
O=C(CCCn1c(=O)c2sccc2n(Cc2ccc(F)cc2)c1=O)NCc1ccco1	-1.6	5	5	-0.8	-1	-3	-4	0.3	-5.5
CCn1c(CNc2ccc(Cl)cc2)nnc1SCCN1CCCCC1	-0.0039	-5	4	-1.3	.	-5	-10	-0.1	2.1
CCOC(=O)Cn1c(=O)cnc2ccccc21	0.67	2	3	-0.1	-14	-100	-15	0.8	-0.1
C[N+]1(CCn2ccc3ccccc32)CCCCC1	.	1	2	1.2	6	-31	-17	2.4	-0.1
CCCCN1C(=O)C(=O)N(CC(=O)N2N=C3/C(=C/c4ccco4)CCCC3C2c2ccco2)C1=O (centres undefined)	.	.	-4	0.0	-6	-74	8	0.8	-2.3

Complete entries as entered above. Screens in order: KCC2 mod	Rad51 HR inh	eIF4E-4G inh	PERK inh	MDM2 E3 inh	m-calpain inh	EBV gp42 block	zVAD death inh	TNF death inh
C[N+]1(CCn2ccc3ccccc32)CCCCC1 is listed as .	1	2	1.2	6	-31	-17	2.4	-0.1
Cc1ccc(SCc2cc(=O)[nH]c(SCC(=O)Nc3cc(Cl)ccc3Cl)n2)cc1 is listed as -1.1	-23	6	0.8	2	9	3	0.6	0.2

Other structures:
SMILES	KCC2 mod	Rad51 HR inh	eIF4E-4G inh	PERK inh	MDM2 E3 inh	m-calpain inh	EBV gp42 block	zVAD death inh	TNF death inh
COc1ccc(-c2nc3ccc(N4CCCC4)cc3c(=O)[nH]2)cc1OC	.	.	-2	-0.9	-11	-368	-13	59	-3.4
CN(c1ccccc1)S(=O)(=O)c1ccc(Cl)c(C(=O)NC2=NCCS2)c1	-0.33	-20	0	-1.2	-5	-23	-23	2.0	1.6
CN(C(=O)COC(=O)CCc1c[nH]c2ccccc12)C(c1ccccc1)c1ccccc1	-1.5	-5	0[fluorescence artefact?]	0.3	-10	-3	-14	0.1	-2.6
Cc1ccc2c(c1)C(O)(CC(=O)/C=C/C=C/c1ccccc1)C(=O)N2 (centres undefined)	-1.5	-30	5	0.3	-5	30	7	0.8	0.1
CCN(CC)S(=O)(=O)c1ccc(N=Nc2c(N)[nH]c(=O)[nH]c2=O)cc1	0.92	1	0	0.9	-8	-11	-2	0.7	0.9
CC(Sc1nnc(Cc2cccs2)n1C1CCCCC1)C(=O)N1CCc2ccccc21 (centres undefined)	.	5	-1[fluorescence artefact?]	-2.0	-13	-8	-24	-1.2	-3.9
CCOCCCNC(=S)Nc1cc(C)cc(C)c1	0.41	.	-3	-0.4	.	25	-2	-0.6	-0.9
CC(C)CCN(C(=S)Nc1cccc(F)c1)C1CCN(C(C)C)CC1	0.44	.	0	0.9	.	15	-14	-0.8	0.6
CC1CCc2c(C(=O)NCc3cccnc3)csc2C1 (centres undefined)	-0.64	2	23	0.0	6	7	0	0.1	6.8
Cc1cc2cc(C)c(NCCNC(=O)c3ccccc3F)nc2cc1C	-1.3	.	12	0.9	.	-45	-13	0.4	1.9
CN(C)c1ccc(C(=O)OCC(=O)N2CCOCC2)cc1	0.67	2	-1	0.9	-14	9	-13	1.1	0.4
O=C(CSc1nc2ncccc2[nH]1)c1ccc(F)cc1	-0.55	3	-5[fluorescence artefact?]	-0.8	-10	7	-16	-0.2	-2.6

Molecules shown so far containing a Cl atom, in the order listed:
SMILES	KCC2 mod	Rad51 HR inh	eIF4E-4G inh	PERK inh	MDM2 E3 inh	m-calpain inh	EBV gp42 block	zVAD death inh	TNF death inh
Cc1ccc(SCc2cc(=O)[nH]c(SCC(=O)Nc3cc(Cl)ccc3Cl)n2)cc1	-1.1	-23	6	0.8	2	9	3	0.6	0.2
CCn1c(CNc2ccc(Cl)cc2)nnc1SCCN1CCCCC1	-0.0039	-5	4	-1.3	.	-5	-10	-0.1	2.1
CN(c1ccccc1)S(=O)(=O)c1ccc(Cl)c(C(=O)NC2=NCCS2)c1	-0.33	-20	0	-1.2	-5	-23	-23	2.0	1.6

(further entries)
SMILES	KCC2 mod	Rad51 HR inh	eIF4E-4G inh	PERK inh	MDM2 E3 inh	m-calpain inh	EBV gp42 block	zVAD death inh	TNF death inh
O=c1c2ccccc2nnn1CSc1nnnn1-c1ccc(O)cc1	0.78	3	3	0.1	1	-16	0	-0.2	-0.6
Cc1cc(SCC(=O)c2ccc(O)c(O)c2)n2nc(C)c(-c3ccccc3)c2n1	-0.14	.	-6	-0.7	-11	-6	20	1.0	-10
COC(=O)Cc1ccc(NC(=S)N2CCN(c3ccc(F)cc3)CC2)cc1	0.34	-1	1	-0.8	-19	27	7	-1.0	0.8
CCCn1c(=N)n(CC(=O)c2ccc([N+](=O)[O-])cc2)c2ccccc21	.	-3	3	0.0	-5	25	0	0.3	2.4
COc1ccc(C(=O)NC(=S)Nc2ccc(N3CCOCC3)c(Cl)c2)cc1[N+](=O)[O-]	0.34	4	-5	-0.6	-6	21	-16	0.4	1.3
COc1cc(C(=O)NCCCNc2nc3c(C)cc(C)cc3cc2C#N)cc(OC)c1OC	-0.61	-7	2	0.5	-13	-282	-10	0.8	-2.4
COc1ccc(C(C)=O)cc1CSc1nnc(C)n1-c1ccccc1	-0.5	-1	-3	0.8	-3	-7	-2	-0.2	0.4
C/C(=N/NC(=O)Cc1cccs1)c1ccco1	0.29	12	-3[fluorescence artefact?]	-0.5	-5	20	-13	0.6	0.3
O=C(/C=C/c1ccc(Br)o1)Nc1nnc(C2CC2)s1	-0.72	-23	8	-0.2	-7	-32	-9	1.5	1.2
Cn1c(=O)c2c(ncn2CC(=O)Nc2ccccc2)n(C)c1=O	.	-2	0	-0.9	-3	1	-3	0.0	0.2
CCCC(=O)Nc1ccc2c(c1)nc(CN1CCCCC1)n2C	0.1	-3	-3[fluorescence artefact?]	-0.3	-1	-8	-16	0.1	0.0
CN(C(=O)COC(=O)CNC(=O)CNC(=O)c1ccc(Cl)cc1Cl)c1ccccc1	0.22	.	2	1.6	.	2	-13	0.0	-0.5
COC(=O)Nc1cccn(Cc2c(Cl)cccc2Cl)c1=O	0.0014	-11	-4	-0.1	-2	18	-7	0.0	18
Cc1ccc(NC(=O)C2OCCc3ccccc32)cc1C (centres undefined)	0.12	-13	-1	0.1	-1	-10	4	1.7	1.0

Of the compounds above, 4 have a furan ring, fused or not:
SMILES	KCC2 mod	Rad51 HR inh	eIF4E-4G inh	PERK inh	MDM2 E3 inh	m-calpain inh	EBV gp42 block	zVAD death inh	TNF death inh
O=C(CCCn1c(=O)c2sccc2n(Cc2ccc(F)cc2)c1=O)NCc1ccco1	-1.6	5	5	-0.8	-1	-3	-4	0.3	-5.5
CCCCN1C(=O)C(=O)N(CC(=O)N2N=C3/C(=C/c4ccco4)CCCC3C2c2ccco2)C1=O (centres undefined)	.	.	-4	0.0	-6	-74	8	0.8	-2.3
C/C(=N/NC(=O)Cc1cccs1)c1ccco1	0.29	12	-3[fluorescence artefact?]	-0.5	-5	20	-13	0.6	0.3
O=C(/C=C/c1ccc(Br)o1)Nc1nnc(C2CC2)s1	-0.72	-23	8	-0.2	-7	-32	-9	1.5	1.2
